# OX1R antag-1: blocks the human orexin 1 receptor. AID 485270. O43613. inhibition, % at 6.6 µM. 1.8% of 330,000 active. OX1R-expressing cells, FRET antagonist read-out; in the data active = inhibition mostly above about 38%, no sharp cut-off; inactive = mostly below about 40%;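 note: 0% = agonist challenge alone and 100% = reference antagonist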
# Target sequence (O43613 whole entry, looked up): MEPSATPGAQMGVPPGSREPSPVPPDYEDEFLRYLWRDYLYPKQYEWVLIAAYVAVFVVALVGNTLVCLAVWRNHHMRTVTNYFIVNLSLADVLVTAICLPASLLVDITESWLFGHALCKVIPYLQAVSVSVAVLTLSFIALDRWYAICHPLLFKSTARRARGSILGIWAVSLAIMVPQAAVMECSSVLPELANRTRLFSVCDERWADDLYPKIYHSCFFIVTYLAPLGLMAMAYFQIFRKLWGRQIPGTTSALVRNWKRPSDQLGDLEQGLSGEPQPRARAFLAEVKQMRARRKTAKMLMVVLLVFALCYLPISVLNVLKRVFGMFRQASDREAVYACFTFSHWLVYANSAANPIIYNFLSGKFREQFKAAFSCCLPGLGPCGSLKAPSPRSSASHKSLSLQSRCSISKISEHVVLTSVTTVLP
# OX1R antag-2: blocks the human orexin 1 receptor | CHO/OX1R cells, Fluo-8 calcium fluorescence, orexin A | 0.43% of 330,000 active | AID 434989 | O43613 | inhibition, % at 5 µM;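 active = inhibition above its plate's threshold, mean inhibition of all tested compounds on the plate plus 3 SD, cut at about 37% in these data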;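 note: 0% = orexin A challenge wells and 100% = SB-334867-A antagonist wells; not every result past the cut was called active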
# The depositor's hits bear a star.
# Second line of a record: OX1R antag-1	OX1R antag-2
CCCOc1ccc(N2C(=O)CC(N(Cc3ccco3)C(=O)CC)C2=O)cc1 (configuration not stated)
 : 7	-18
C=CCN(CC=C)CCOc1ccccc1[N+](=O)[O-]
 : 6	-7
O=C(Cc1ccc([N+](=O)[O-])cc1)Nc1cccc(C(=O)N2CCCCC2)c1
 : 10	-4
O=C(c1cccs1)N1CCN(Cc2ccc3c(c2)OCO3)CC1
 : 5	18
CNC(=O)c1c(NC(=O)CS(=O)(=O)c2ccc(F)cc2)sc(C)c1C
 : 18	-18
CCc1c(C)sc(NC(=O)CSc2nc3c(c(C(F)(F)F)n2)CCc2ccccc2-3)c1C#N
 : 3	-9
C=CCNC(=O)CCC(=O)NNc1nc2ccccc2c2nc(-c3ccccc3)nn12
 : 84*	27
CCCCC(=NCCO)C1=C(O)C(C(=O)OC)C(C)(C)CC1=O (configuration not stated)
 : 4	2
CC(C)(C)NC(=O)NC(=O)COC(=O)C1CC(=O)N(Cc2ccccc2)C1 (configuration not stated)
 : 20	-30
Cc1ccc(S(=O)(=O)Nc2ccc3[nH]ccc3c2)cc1
 : -9	-9
NC(=O)CNC(=O)C1CCN(S(=O)(=O)c2ccc(-n3cnnn3)cc2)CC1
 : 12	-8
Nc1cc(C(=O)OCC(=O)NCCC2=CCCCC2)ccc1Cl
 : 2	-7
Cc1cc2c(c(=O)n1Cc1ccc3c(c1)OCO3)C(c1cccnc1)C(C#N)=C(N)O2 (configuration not stated)
 : 21	-14
Cc1ccc2[nH]c3c(=O)[nH]ncc3c2c1
 : 9	-6
O=C(CSc1ncnc2nc[nH]c12)Nc1ccc(Br)cc1Cl
 : 3	-19
Cc1ccc(NC(=O)CN2C(=O)NC3(CCCCC3C)C2=O)cc1S(=O)(=O)N1CCCCC1 (configuration not stated)
 : 20	-34
C/C(N)=C(/C#N)C(=O)COC(=O)C1CCC(C(C)(C)C)CC1 (configuration not stated)
 : 34	17
Cc1cc(NC(=O)CSCC(=O)Nc2ccccc2Oc2ccccc2)no1
 : 22	-17
COc1cccc(-c2c(C#N)c(N)nc3c2c(=O)nc2sccn23)c1
 : 23	-3
Cn1c(=O)[nH]c(=O)c2c1nc(NC1CCCCC1)n2Cc1ccccc1
 : 1	-33
Nc1nonc1-n1nnc(C(=O)N/N=C/c2ccccc2F)c1-c1cccs1
 : 7	-29
CCOc1ccc(/C=C2\CCC(C3CCCC3)C2=O)cc1 (configuration not stated)
 : 1	-3
CCOc1ccc(S(=O)(=O)Nc2cccc(OC)c2)cc1
 : 20	-10
COc1ccccc1CNC(=S)NCCc1ccccc1
 : 18	-17
COCCNC(=O)Cn1cnc([N+](=O)[O-])n1
 : 26	-14
Cc1[nH]n2cnnc2c(=O)c1Br
 : 11	-2
C#CCn1c(=NC(=O)c2ccccc2[N+](=O)[O-])sc2cc(S(C)(=O)=O)ccc21
 : 10	5
Cc1ccc(CNC(=O)CSc2nc3ccccc3c(=O)n2CCCO)cc1
 : 39	-27
CC(=O)c1c(C)[nH]c(C(=O)Nc2cccc3ccccc23)c1C
 : 12	-31
CCOCCn1c(=O)c2c(nc3n2CC(C)CN3CCc2ccccc2)n(C)c1=O (configuration not stated)
 : 16	-29

# Ordered by count of non-hydrogen atoms (ascending): part of the list above
# Second line of a record: OX1R antag-1	OX1R antag-2
Cc1[nH]n2cnnc2c(=O)c1Br
 : 11	-2
Nc1nonc1-n1nnc(C(=O)N/N=C/c2ccccc2F)c1-c1cccs1
 : 7	-29
CCOCCn1c(=O)c2c(nc3n2CC(C)CN3CCc2ccccc2)n(C)c1=O (configuration not stated)
 : 16	-29

# More records follow.
# Second line of a record: OX1R antag-1	OX1R antag-2
CN1C(=O)C(O)(CC(=O)c2ccccn2)c2cc(Br)ccc21 (configuration not stated)
 : 12	-15
COCCCN=C1NN=C(c2cc(C)n(Cc3ccccc3Cl)c2C)CS1
 : 8	-22
Cc1ccc2nc(-c3ccc(NC(=O)CN(c4ccccc4C)S(C)(=O)=O)cc3)sc2c1
 : 12	-1
CC(C)(C)OC(=O)N1CCC[C@H]1C(=O)NCC1CCC(C(=O)O)CC1 (some centres not stated)
 : 8	-8
Cc1sc2ncn(CC(=O)NCCCN3CC(C)CC(C)C3)c(=O)c2c1S(=O)(=O)N1CC(C)CC(C)C1 (configuration not stated)
 : 9	-8
CCN(CC)CCNC(=S)Nc1ccc2nc(N3CCCC3)cc(C)c2c1
 : 21	-11
CC(C)OC(=O)c1nn2c(C(F)(F)F)cc(-c3ccc(Br)o3)nc2c1Br
 : 6	-14
CCCCCSc1nnc(C)c(=O)[nH]1
 : 13	-2
Cc1ccc(/C=N/NC(=O)c2cccs2)cc1[N+](=O)[O-]
 : 109*	30
COc1ccc(OCC(=O)N(Cc2cccs2)C2CCS(=O)(=O)C2)cc1 (configuration not stated)
 : 0	-2
COc1ccccc1-c1nnc(SCC(=O)N2CCOCC2)o1
 : 12	-21
C=CC[C@@H](Cc1ccc(F)cc1)C(=O)OC[C@@H]1CCCN1C(=O)[C@H](CC=C)CC(=O)N[C@H](CO)Cc1ccccc1
 : 64*	101*
O=C1NCCN1CCN1C(=O)c2ccccc2NC1c1ccccc1 (configuration not stated)
 : 3	-6
O=C(Nc1ccc(Cl)c(S(=O)(=O)N2CCOCC2)c1)C1=NN(c2ccccc2)C(=O)CC1
 : 7	-6
O=c1cc(C(F)F)oc2c1ccc1ccccc12
 : 21	-23
NCCCCCc1cn([C@@H](CO)C(=O)NCCCCCCCCCCC(=O)N2CCNCC2)nn1
 : 21	-10
Cc1nn(C)cc1C(C)Nc1nc2nonc2nc1N1CCCCC1 (configuration not stated)
 : 25	-8
c1ccc(Cn2c(Nn3cnnc3)nc3ccccc32)cc1
 : 13	-6
CC(=O)N1CCc2c(sc3c2c(=O)n(-c2ccccc2)c(=O)n3CC(=O)NCC2CCCO2)C1 (configuration not stated)
 : 11	-10
O=S(=O)(c1ccc(Cl)cc1)c1cnc(-c2cccnc2)nc1-c1ccccc1
 : 4	-25
CCn1c(C)nc2cc(C(=O)NNC(=O)CCC3CCCCC3)ccc21
 : 14	-20
COc1ccc(-c2cc(C)no2)cc1S(=O)(=O)Nc1cccc(C)c1
 : 6	-5
C/C=C1\C(OC2OC(CO)C(O)C(O)C2O)OC=C(C(=O)OC)C1CC(=O)OCC1C(C)C(OC(=O)CC2C(C(=O)OC)=COC(OC3OC(CO)C(O)C(O)C3O)/C2=C\C)CC1C(CO)CO (configuration not stated)
 : 5	0
CCOC(=O)c1c(C)c(-c2ccccc2)n(CC(=O)N2CCN(C)CC2)c1C
 : 11	-25
c1ccc(OCCSc2nc3ccccc3o2)cc1
 : 11	-6
Nc1nnc(Cc2ccccc2F)s1
 : 0	-18
Cc1cccc(-c2noc(CN(C)S(=O)(=O)c3cc(Cl)ccc3Cl)n2)c1
 : 12	16
O=C(N/N=C1/CCSC1)c1cc(Br)ccc1O
 : 23	-20
CC(=O)Nc1ccccc1NS(=O)(=O)c1ccc(Cl)cc1
 : 9	-15
CN(C)S(=O)(=O)N1CCN(Cc2ccccc2)CC1
 : 8	-11
C=C(C)CNC(=O)c1ccc2nc(Cc3ccc(OC)cc3)oc2c1
 : 10	-28
CC(C)OC(=O)c1ccc(OC(=O)c2cccnc2)cc1
 : 21	-13
CC(=O)OCCNc1cc(Sc2nc3ccccc3[nH]2)c2nonc2c1[N+](=O)[O-]
 : 98*	29
CCCc1cc(=O)[nH]c(SCC(=O)c2cc(C)n(-c3c(C)n(C)n(-c4ccccc4)c3=O)c2C)n1
 : 5	-10
Cc1ccc(C(=O)NC(=S)NCc2ccccc2)cc1
 : 11	-25
CS(=O)(=O)N1CCN(c2ccc(NC(=O)c3cc4ccccc4o3)cc2)CC1
 : -3	-5
Cc1cc(C)n(C(=O)CNC(=O)c2ccccc2Br)n1
 : 8	3
CCC(C(=O)NCCCN1CCCCCC1)n1nc(C)c2sc3ccccc3c2c1=O (configuration not stated)
 : 9	-10
NC(=O)c1nsc(C(=O)N(c2cccc(F)c2)C(C(=O)NCc2ccccc2)c2ccc(O)cc2)c1N (configuration not stated)
 : 46	-9
COCCCNC(=S)NNC(=S)Nc1ccc(OC)cc1
 : 6	-3
Cc1cccnc1NC(=O)CCc1nnc2ccc(N3CCC4(CC3)OCCO4)nn12
 : 24	-10
O=C(Oc1ccc(/C=N/NC(=O)c2ccco2)cc1)c1ccccc1
 : 4	1
O=C(NCCCN1CCOCC1)c1cccc(S(=O)(=O)N2CCOCC2)c1
 : 0	4
Cc1occc1C(=O)NCc1ccccn1
 : 5	-5
C/C(=N\OCC(=O)Nc1ccc2c(c1)OCCO2)c1ccc2c(c1)OCCO2
 : 12	-17
Oc1ccc(Cl)cc1CNCC1CCCO1 (configuration not stated)
 : 5	-3
CC(C)(C)C(=O)NCCn1ccc2ccccc21
 : 7	-20
Cc1ccc(S(=O)(=O)N2CCC(C(=O)OC(C)C(=O)NCc3ccc4c(c3)OCO4)CC2)cc1 (configuration not stated)
 : 10	-22
O=C(OCC(CO)OC(CO)n1ccc(=O)[nH]c1=O)c1ccccc1 (configuration not stated)
 : 8	1
O=C(Cn1c2ccc(F)cc2c2nc3n(c(=O)c21)CCS3)Nc1ccc(Cl)cc1F
 : 14	-29

# Following part
# Second line of a record: OX1R antag-1	OX1R antag-2
O=C(NC1CCCCCC1)C1CC(=O)N(Cc2ccccc2)C1 (configuration not stated)
 : 10	-16
CCSCc1nnc(SCC(=O)Nc2nccs2)n1CC
 : 5	-19
Cc1ccccc1/C=C1\C(=O)Nc2ccc(F)cc21
 : 7	-23
COc1ccc(OC)c(-c2csc(NC(=O)CSCC(=O)Nc3cc(C)on3)n2)c1
 : 7	-18
O=C(/C=C/c1ccco1)Nc1ccccn1
 : 14	-8
Cc1ccc(Cn2nnc3c(=O)[nH]c(C4CCN(S(=O)(=O)Cc5ccccc5)CC4)nc32)cc1
 : 21	-15
CN1C(=O)C(CC(=O)N2CCN(C(c3ccccc3)c3ccccc3)CC2)N(C)C1=O (configuration not stated)
 : 18	3
c1ccc(-c2nnc(-c3ccccn3)c(-c3ccccn3)n2)nc1
 : 31	-1
COc1ccccc1C(=O)Nc1nnc(SCC(=O)NC2CCCC2)s1
 : 16	-28
Cc1cccc(OCCOC(=O)CN2C(=O)NC3(CCCC3)C2=O)c1
 : 12	-23
Cc1ccc2nc(NC(=S)NC(=O)c3ccco3)sc2c1
 : 16	-13
CCCCNC(=O)Oc1c(Br)cc2sc(=O)oc2c1Br
 : 13	-2
CCOc1cc(/C=C2\C(=O)N(CCC#N)N=C2C)ccc1OCC(N)=O
 : 7	-14
O=C(Cc1c(F)cccc1Cl)Nc1ccc(S(=O)(=O)N2CCCC2)cc1
 : 20	1
CCN1CCC[C@H]1CNC(=O)c1cc(S(N)(=O)=O)ccc1OC
 : 15	-1
Cc1ccn2cc(-c3cccc(NC(=O)C(C)C)c3)nc2c1
 : 20	-11
O=c1[nH]n(CCO)c(=O)c2cccnc12
 : 3	3
O=C(NNC1=C(C(=O)C(F)(F)F)CCC1)c1cccc(Cl)c1
 : 6	-6
CCOC(=O)CSc1nc2cc(OCC)ccc2cc1C#N
 : 26	-12
CCOC(=O)CCCCC(=O)c1[nH]c(=O)[nH]c1C[n+]1ccc(C)cc1
 : 9	-11
Cc1ccc(NS(=O)(=O)c2cc(NC(=O)c3cc4c(s3)CCCC4)ccc2C)c(C)c1
 : 15	-30
C=CCOC(=O)CN1C(=O)c2ccccc2C1=O
 : 4	1
CCOc1ccccc1OCCN1CCC(Cc2ccccc2)CC1
 : 19	-20
CC(C)CC(=O)NC(=S)Nc1ccc(NC(=O)c2ccco2)cc1
 : 20	-29
Cc1ccccc1-n1nc(C)c2cc(C(=O)NC3CC3)sc21
 : 14	-39
O=C(NCC1COc2ccccc2O1)c1cccc(S(=O)(=O)N2CCCCC2)c1 (configuration not stated)
 : 16	-3
O=C(NCCc1ccc2c(c1)OCCO2)c1cc2ccccc2o1
 : 21	1
CCCCCCC[C@@H](C/C=C/CCC(=O)O)OC
 : 10	-11
COc1ccc(NC(=O)CSCC(=O)N(C)Cc2c(F)cccc2Cl)cc1
 : 5	-27
Cc1cccc(OCC(=O)Nc2cc(C)c(C)cc2O)c1
 : 5	5

# Random excerpt: 2 entries already listed
# Second line of a record: OX1R antag-1	OX1R antag-2
Cc1ccc(NS(=O)(=O)c2cc(NC(=O)c3cc4c(s3)CCCC4)ccc2C)c(C)c1
 : 15	-30
CCOc1ccccc1OCCN1CCC(Cc2ccccc2)CC1
 : 19	-20

# Other results follow:
# Second line of a record: OX1R antag-1	OX1R antag-2
O=[N+]([O-])c1ccc(C[n+]2ccccc2)cc1
 : 32	-4
COCCn1c(=O)[nH]c2cc(C(=O)Nc3ccc(OC)c(Cl)c3)ccc2c1=O
 : 8	-2
O=C(O)CCc1ccc(-c2ccccc2)n1NC(=O)c1sc2ccccc2c1Cl
 : 41*	-15
Cc1ccc(C)c(NC(=S)NC2CC3CCC(C2)N3Cc2ccco2)c1 (configuration not stated)
 : 3	-9
O=C(CSC1=NCCS1)N1CCCC1
 : 6	-18
Cc1cc2cc3c(cc2nc1SCC(=O)O)OCCO3
 : 25	-13
C=CCOC(=O)C1=C(C)NC(C)=C(C(=O)OCC=C)C1c1cccs1
 : 6	-26
Nc1nnc(COc2ccc(Br)cc2Br)s1
 : 17	-12
CC1CCCN(C(C(=O)Nc2ccc(C(C)C)cc2)c2ccc3c(c2)OCO3)C1 (configuration not stated)
 : 12	-63
CCCc1cc(=O)[nH]c(SCC(=O)Nc2ccc(N3CCCCC3)cc2)n1
 : 5	-12
COc1ccc(CNC(=O)c2c(-c3cc(Cl)c(OC)c(Cl)c3)noc2C)cc1
 : 17	-32
CC(C)CCn1c(SCC(=O)c2ccccc2)nc2c1c(=O)[nH]c(=O)n2C
 : 6	-14
Cc1cc(NC(=O)C2CC(c3ccc(F)cc3)=NO2)no1 (configuration not stated)
 : 0	-11
CC(=O)Nc1sc2c(c1C(N)=O)CCC2
 : 19	-13
CCN(CC)CC(C)(C)COC(=O)c1oc2ccccc2c1C
 : 7	-10
c1ccc(OCCN2CCN(C(c3ccccc3)c3ccccc3)CC2)cc1
 : 4	-38
Cn1c(CSCc2ccc(Cl)cc2)nnc1SCC(=O)Nc1nccs1
 : 23	21
Cc1ccc(Cn2c(CCCO)nc3ccccc32)cc1
 : 15	-10
